AddAB inh: growth inhibition of E. coli expressing H. pylori AddAB, primary screen, AddAB inhibitor project, absorbance; 0.29% of 330,000 active; inhibition, % at 11.9 µM; in the data active = inhibition above about 12%;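 also: 0% = vehicle wells of infected cells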
PKA-R1A act: activators of PKA-R1A holoenzyme, primary screen, biochemical, fluorescence polarization, Cy5-IP20, bovine R1A, mouse PKAc; cAMP-dependent protein kinase type I-alpha regulatory subunit (Bos taurus) + …; PKA-R1A dissociation; scaled: DMSO 0%, 113 µM cGMP 100%; activation, % at 11.4 µM; 0.083% of 340,000 active; AID 504707, 2011;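 active = percent activation above the mean of all tested compounds plus 3 SD, cut at about 19% in these data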;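 also: higher means more PKAc released from R1A so a rise in polarization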
DAGLB inh: DAGLB lipase inhibitors, primary screen, biochemical, fluorescence, HTS | HEK293T DAGLB membrane lysate, EnzChek fluorogenic substrate | 0.059% of 340,000 active | inhibition, % at 5.17 µM | Diacylglycerol lipase-beta (Homo sapiens), Q8NCG7; in the data active = inhibition above about 34%;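 also: 0% = enzyme with vehicle and 100% = wells lacking enzyme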
Target sequence (Q8NCG7 whole entry, looked up): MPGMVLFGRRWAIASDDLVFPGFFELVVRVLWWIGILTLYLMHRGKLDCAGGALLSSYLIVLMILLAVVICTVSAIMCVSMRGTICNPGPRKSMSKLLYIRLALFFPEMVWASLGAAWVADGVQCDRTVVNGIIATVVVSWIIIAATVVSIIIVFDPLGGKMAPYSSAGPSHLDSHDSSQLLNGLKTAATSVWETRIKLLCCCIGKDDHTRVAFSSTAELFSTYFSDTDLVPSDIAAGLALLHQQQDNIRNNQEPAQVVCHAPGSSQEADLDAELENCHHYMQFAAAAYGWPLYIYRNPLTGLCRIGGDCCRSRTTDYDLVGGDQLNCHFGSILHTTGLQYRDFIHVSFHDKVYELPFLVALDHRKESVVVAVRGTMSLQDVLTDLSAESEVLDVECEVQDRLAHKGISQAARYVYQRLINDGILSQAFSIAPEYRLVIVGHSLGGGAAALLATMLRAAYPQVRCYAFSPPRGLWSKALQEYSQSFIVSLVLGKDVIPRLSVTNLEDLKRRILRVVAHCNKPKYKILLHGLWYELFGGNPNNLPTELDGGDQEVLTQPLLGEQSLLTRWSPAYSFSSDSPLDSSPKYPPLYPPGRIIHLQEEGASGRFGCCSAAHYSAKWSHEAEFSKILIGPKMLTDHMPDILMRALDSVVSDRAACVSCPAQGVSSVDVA
PKA-R2B activ: activators of PKA-R2B holoenzyme, primary screen, biochemical, fluorescence polarization, Cy5-IP20, human; cAMP-dependent protein kinase catalytic subunit beta (Homo sapiens) + cAMP-dependent …; PKA-R2B holoenzyme dissociation; R2B truncated from residue 108, S112A mutant; 0% DMSO only, 100% 113 µM cGMP; activation, % at 11.4 µM; 0.079% of 340,000 active; AID 504700, 2011;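 active = activation above a cutoff set at the mean over all compounds plus 3 SD, cut at about 18% in these data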;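 also: higher means more holoenzyme dissociation and a rise in polarization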
CDK5 p35 inh: inhibitors of human CDK5/p35 kinase, primary screen, biochemical, single concentration; Cyclin-dependent kinase 5 (Homo sapiens) + Cyclin-dependent kinase 5 activator 1 (Homo …; Recombinant CDK5/p35, ADP-Glo luminescence, 60 min; inhibition, % at 10 µM; 0.01% of 330,000 active;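 active = highest replicate inhibition of at least 50% and at least 75% of replicates reaching 50%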;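 also: plate controls were DMSO neutral control for no effect and GW8510 at 10 µM for full effect; many of its hits are not listed in these tables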
HTR5A inv ctr: HTR5A inverse agonists in luminescence cell assay, primary screen, counter-screen for OPRM1-OPRD1 heterodimer inverse agonist project, full-deck HTS. 0.083% of 340,000 active. HTR5A cell line, inverse agonism. inhibition, % at 9.3 µM. 5-hydroxytryptamine receptor 5A (Homo sapiens), P47898; in the data active = inhibition mostly above about 23%, no sharp cut-off; inactive = mostly below about 18%;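 also: 0% = cells with DMSO and 100% = no-cell wells with DMSO; some compounds called inactive have numbers as strong as hits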
Target sequence (P47898 whole entry, looked up): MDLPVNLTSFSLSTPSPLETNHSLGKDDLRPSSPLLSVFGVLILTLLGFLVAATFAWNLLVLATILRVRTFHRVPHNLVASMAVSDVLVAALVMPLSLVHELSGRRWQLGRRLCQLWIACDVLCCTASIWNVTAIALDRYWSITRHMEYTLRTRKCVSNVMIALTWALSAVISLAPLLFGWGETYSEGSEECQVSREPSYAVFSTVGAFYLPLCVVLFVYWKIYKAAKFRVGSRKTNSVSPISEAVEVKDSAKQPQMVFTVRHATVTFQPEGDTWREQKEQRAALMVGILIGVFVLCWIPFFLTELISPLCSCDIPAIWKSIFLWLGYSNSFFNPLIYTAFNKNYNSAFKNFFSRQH
Ecoli viability: E. coli V3065 growth inhibition, primary screen, counter-screen for AddAB inhibitor project, absorbance, OD600 | 18 h | inhibition, % at 11.9 µM | 0.27% of 330,000 active | AID 449728, 2010;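 active = inhibition above the campaign's mean inhibition across all tested compounds plus 3 SD, cut at about 9.9% in these data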;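 also: uninfected addAB+ strain grown without phage in ampicillin broth; 0% = DMSO wells and 100% = ciprofloxacin 0.95 µg/ml wells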
Tat export inh: E. coli Tat export inhibitors, primary screen, MC4100, TorA-mCherry reporter, fluorescence, single point | inhibition, % at 10 µM | 0.036% of 340,000 active;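 active = mean replicate inhibition at least 50% and at least half of replicates individually reaching 50%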;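 also: exported cargo escapes ClpAP degradation while cytoplasmic cargo is degraded and loses fluorescence; 0% = median of neutral control wells and 100% = median of NaSCN control wells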
HTR5A ag: HTR5A agonists in luminescence cell assay, primary screen, counter-screen for OPRM1-OPRD1 heterodimer agonist project, full-deck HTS. 5-hydroxytryptamine receptor 5A (Homo sapiens), P47898. activation, % at 9.3 µM. AID 504692, 2011. cell-based. 0.61% of 340,000 active; in the data active = activation mostly above about 9.5%, no sharp cut-off; inactive = mostly below about 7.6%;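 also: 0% = cells with vehicle only and 100% = reference agonist; strong numbers were not always called active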
SUMO Mot1 rescue: yeast Mot1-301 growth rescue at high temperature, primary screen, SUMOylation pathway inhibitor project, S. cerevisiae, ATP luminescence, 38.5C | S. cerevisiae Mot1-301 growth rescue; percent above DMSO median, 100 means doubled | growth rescue, % at 18.8 µM | 1% of 320,000 active | AID 2716, 2010;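 active = every valid replicate shows activation above 250% relative to neutral control wells; inactive = the rest, any valid replicate at or below 250%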;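 also: OY570 slx delta 5 strain wells were the positive control but not used for scaling; some compounds called inactive have numbers as strong as hits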
phage Ecoli inh: growth loss of phage-infected E. coli, primary screen, RecBCD inhibitor project, absorbance, with phage, HTS. inhibition, % at 11.9 µM. 0.26% of 360,000 active. AID 651602, 2012; in the data active = inhibition above about 11%
* hit, by the source's call; nt = not tested or not shown.

A first look, two compounds:
SMILES	AddAB inh	PKA-R1A act	DAGLB inh	PKA-R2B activ	CDK5 p35 inh	HTR5A inv ctr	Ecoli viability	Tat export inh	HTR5A ag	SUMO Mot1 rescue	phage Ecoli inh
CCCCCN(C(=O)CCC(=O)OCC(=O)c1cccc(OC)c1)c1c(N)n(CCCC)c(=O)[nH]c1=O	2.8	-2	3	-15	-0.6	-13	0.3	3	-4	-11	2.4
CC1=C(C)[N+](=O)C2(O)CCCCC2(C)N1[O-] (stereo not drawn)	2.4	-4	0	4	1.0	-13	2.2	2	-3	-5	4.2

The listing, from the first entry:
SMILES	AddAB inh	PKA-R1A act	DAGLB inh	PKA-R2B activ	CDK5 p35 inh	HTR5A inv ctr	Ecoli viability	Tat export inh	HTR5A ag	SUMO Mot1 rescue	phage Ecoli inh
CCCCCN(C(=O)CCC(=O)OCC(=O)c1cccc(OC)c1)c1c(N)n(CCCC)c(=O)[nH]c1=O	2.8	-2	3	-15	-0.6	-13	0.3	3	-4	-11	2.4
CC1=C(C)[N+](=O)C2(O)CCCCC2(C)N1[O-] (stereo not drawn)	2.4	-4	0	4	1.0	-13	2.2	2	-3	-5	4.2
CCN(CC(=O)Nc1c(F)cccc1F)C(=O)CCSc1ccc(F)cc1	0.7	-3	3	6	0.4	-10	3.7	-3	4	-1	1.9
CC1(C)CC(=O)C=C(NCC(=O)O)C1	0.6	-3	3	-2	-1.9	-4	0.8	1	2	-13	5.1
COc1cccc(OC)c1OCCCN1CCC(Cc2ccccc2)CC1	-1.8	13	0	5	0.1	-12	-2.4	3	-3	2	3.0
CC(C)c1nnc(SCC(=O)Nc2ccc3c(c2)OCCO3)n1C	1.7	-14	1	16	-1.9	4	1.4	-6	7	21	-0.3
O=C(O)CCCN1C(=O)c2ccccc2Sc2ncccc21	nt	-6	1	0	-0.4	6	nt	-9	-2	-21	3.2
CCCCN(C)C(=O)c1coc(=O)c2ccccc12	-1.4	5	-1	5	1.9	20	0.7	-8	1	17	1.7
CC(C)Cn1c(-c2ccco2)n[nH]c1=S	0.1	-2	-1	-4	0.4	-15	-1.4	0	-4	2	-0.2
COc1ccc(-c2nsc(SCC(=O)Nc3ccc4c(c3)OCO4)n2)cc1	0.2	-5	-1	8	1.8	5	0.3	3	1	-8	2.0
C=CCn1c(SCCCCCC)nc(O)cc1=O	2.0	-2	-2	12	0.1	-12	-1.7	2	-3	23	-2.1
CCOc1cc(N2CCOCC2)c(OCC)cc1NC(=O)Cn1nc(C)c([N+](=O)[O-])c1C	0.9	-1	1	1	-0.1	10	2.0	4	9	13	0.5
CCC(C)c1ccc(S(=O)(=O)N2CCN(c3ccccn3)CC2)cc1 (stereo not drawn)	1.5	0	-11	-5	-3.4	7	-0.5	2	-2	-6	-0.3
Cc1cccc(N2CCN(C3CCCCC3NS(=O)(=O)c3ccccc3)CC2C)c1 (stereo not drawn)	0.8	-8	-21	2	0.5	-8	0.8	5	-2	-20	nt
O=C(Oc1ccc2c3c(c(=O)oc2c1)CCCC3)c1cccs1	0.6	1	0	-14	0.2	10	0.5	-2	-4	-2	7.3
CCC(C)NC(=O)Cc1c(OC)ccc2cc(Br)ccc12 (stereo not drawn)	-0.9	-2	0	-1	1.0	-23	1.4	-8	-2	6	3.5
Cc1ccc(C2CC(=O)NC(SCC(=O)OCc3ccccc3)=C2C#N)o1 (stereo not drawn)	2.4	3	-2	-6	0.7	20	-1.0	-2	-1	-14	1.8
O=c1oc2cc(O)ccc2cc1-c1ccc(F)cc1	2.7	-2	-2	-1	5.9	17	0.9	5	-7	-30	3.8
CNC(=O)COc1ccc(S(=O)(=O)N2CCCC2)cc1	2.6	-4	4	10	1.4	5	-2.8	4	0	-10	2.1
COc1cccc(C2c3c(oc4ccccc4c3=O)C(=O)N2Cc2ccco2)c1 (stereo not drawn)	-0.9	-8	0	0	-0.2	-10	-2.3	-8	-2	143	0.8
CC(=O)c1cc2c(cc1NC(=O)CCc1c(C)nc3ncnn3c1C)OCO2	0.2	-1	2	3	0.9	6	-0.2	5	-2	2	6.4
O=C(O)CCNC(=O)COc1ccc2c3c(c(=O)oc2c1)CCCC3	nt	6	1	0	-1.3	10	nt	0	-3	8	0.2
Cc1cc(C(=O)CSc2nnc(-c3cccnc3)n2-c2ccccc2)c(C)n1CC1CCCO1 (stereo not drawn)	-0.3	-1	0	-5	0.5	-7	-0.1	-2	2	3	1.4
Cn1cnnc1Sc1ccc(/C=C(\CCC(=O)O)c2nc3ccccc3s2)cc1[N+](=O)[O-]	3.2	0	4	-16	-11	-4	0.2	23	2	0	2.7
O=C(Nc1ccc(N2CCOCC2)c(Cl)c1)c1c(F)c(F)c(F)c(F)c1F	-0.9	-4	-2	5	-0.8	3	1.4	-13	8	nt	2.4
COc1ccccc1NC(=O)Nc1nc(CC(=O)NC2CCCC2)cs1	-0.5	7	0	4	0.5	-23	1.0	7	-3	29	2.7
CCOC(=O)c1cccc(NC(=S)NCc2ccc(C)cc2)c1	8.0	4	-3	-2	1.7	13	0.9	-4	-3	467	3.9
COc1ccccc1-c1ccc(NC2CCCC2)nn1	-0.5	7	0	-2	0.3	-8	-2.1	-3	0	-3	3.3
Cn1c(SCC(=O)N2CCCC2=O)nnc1-c1ccccc1F	-0.8	2	2	7	-1.7	2	-0.9	-2	-1	7	1.7
C[C@H](O)Cc1cc2ccccc2c(=O)o1	5.3	-5	-1	-7	0.4	7	0.9	1	7	6	2.5
Nc1[nH]ncc1N=Nc1ccc(Cl)cc1	0.7	6	5	-12	0.8	5	-1.8	-7	-3	22	3.5
COc1ccccc1C1CCN(Cc2ccc(Cl)cc2Cl)CC1	3.0	-3	-16	12	1.2	2	0.4	-2	0	57	3.2
COc1ccc(NC(=O)CSc2nc3ccccc3c(=O)n2CCNC(C)=O)cc1	-0.2	-10	0	3	-4.5	3	-1.2	8	-1	-3	1.9
Cc1ccccc1Cn1nnc(-c2ccc(F)cc2)n1	0.2	3	-13	-2	0.2	-14	0.8	0	4	2	-0.2
Cc1ccc(-c2cc(=O)[nH]c3ccccc23)cc1	5.9	-13	-4	-9	-0.4	3	0.4	6	-1	-4	2.5
CC(C)C[C@H](NC(=O)[C@H](Cc1ccccc1)n1c(=O)[nH]c2ccccc2c1=O)C(=O)N1CCC[C@H]1C(=O)O	3.0	-9	0	-16	0.5	-9	0.3	5	5	3	1.7
CC(=O)N1CCN(C(=O)c2cc(C)oc2C)CC1	0.3	-11	-1	0	1.4	-18	0.4	1	6	6	5.3
NC(=O)CCc1c[nH]c2ccccc12	2.4	-13	2	-9	1.4	-8	0.1	2	3	4	-0.6
COc1ccc(S(=O)(=O)N2CCN(C(=O)c3oc4ccccc4c3C)CC2)cc1	0.6	6	-2	-3	-3.1	6	-0.1	-2	-2	57	1.6
Cc1ccc(-n2nnnc2SCC(=O)N2CCCCC2)cc1	3.4	6	0	-2	1.9	-12	-0.9	-1	-2	-13	-1.3

Three compounds already listed, arranged by heavy-atom count, highest first.
SMILES	AddAB inh	PKA-R1A act	DAGLB inh	PKA-R2B activ	CDK5 p35 inh	HTR5A inv ctr	Ecoli viability	Tat export inh	HTR5A ag	SUMO Mot1 rescue	phage Ecoli inh
COc1ccc(S(=O)(=O)N2CCN(C(=O)c3oc4ccccc4c3C)CC2)cc1	0.6	6	-2	-3	-3.1	6	-0.1	-2	-2	57	1.6
COc1ccccc1NC(=O)Nc1nc(CC(=O)NC2CCCC2)cs1	-0.5	7	0	4	0.5	-23	1.0	7	-3	29	2.7
CC1=C(C)[N+](=O)C2(O)CCCCC2(C)N1[O-] (stereo not drawn)	2.4	-4	0	4	1.0	-13	2.2	2	-3	-5	4.2

Carrying on.
SMILES	AddAB inh	PKA-R1A act	DAGLB inh	PKA-R2B activ	CDK5 p35 inh	HTR5A inv ctr	Ecoli viability	Tat export inh	HTR5A ag	SUMO Mot1 rescue	phage Ecoli inh
CCOc1ccccc1NC(=O)NC1(C(=O)NCc2cccnc2)CCCCC1	3.1	3	-1	-5	-0.5	-11	-0.1	2	4	11	-2.5
NS(=O)(=O)c1ccc(NC(=O)COC(=O)c2ccc([N+](=O)[O-])s2)cc1	3.6	-1	3	11	-3.2	-6	1.6	-4	2	-6	3.4
CC(=O)c1cccn1S(=O)(=O)c1ccccc1	0.4	-4	1	-6	0.8	2	1.6	-7	0	0	3.0
CC#CCN1C=C(C(=O)OCC)C(C)N(Cc2ccc(Br)cc2)S1(=O)=O (stereo not drawn)	-0.2	-4	-9	0	2.1	9	-1.1	3	-2	nt	3.4
O=C(CCN1CCOCC1)Nc1ccccc1	2.1	6	-2	-3	1.6	10	-0.6	0	-3	532	2.3
Cc1ccc(-c2nc(NCc3ccco3)n(S(C)(=O)=O)n2)cc1	1.0	-11	-5	-3	0.2	-1	-1.3	-2	0	-9	4.8
CCCCn1c(SCC(=O)c2cc(OC)ccc2OC)nc2cc(S(N)(=O)=O)ccc21	-1.6	-4	-1	-17	-4.9	-22	-1.2	2	3	-6	1.8
CC1CCCCC12NC(=O)N(CC(=O)Nc1ccc(S(=O)(=O)N3CCOCC3)cc1)C2=O (stereo not drawn)	1.1	-5	-1	-1	1.9	1	0.7	0	0	9	1.2
COc1ccc(NC(=O)c2ccc3c(c2)C(=O)N(Cc2cccnc2)C3=O)c(OC)c1	0.9	-3	-1	-11	1.1	1	-1.4	8	3	2	-0.1

Rewritten with bars between the fields: entries from further up
canonical_smiles | AddAB inh | PKA-R1A act | DAGLB inh | PKA-R2B activ | CDK5 p35 inh | HTR5A inv ctr | Ecoli viability | Tat export inh | HTR5A ag | SUMO Mot1 rescue | phage Ecoli inh
Cc1ccc(-n2nnnc2SCC(=O)N2CCCCC2)cc1 | 3.4 | 6 | 0 | -2 | 1.9 | -12 | -0.9 | -1 | -2 | -13 | -1.3
Cc1cccc(N2CCN(C3CCCCC3NS(=O)(=O)c3ccccc3)CC2C)c1 (stereo not drawn) | 0.8 | -8 | -21 | 2 | 0.5 | -8 | 0.8 | 5 | -2 | -20 | nt

From PubChem
